Bioassay records deposited in PubChem BioAssay by Fisher Drug Discovery Resource Center.
NPYLR7 agonist: mosquito NPYLR7 agonism; HEK293T NPYLR7/Galpha15, GCaMP6s calcium fluorescence; activation, % at 10 µM; actives 0.15% (n = 270,000); AID 1259423; in the data active means activation above about 40%;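 further: 0% = vehicle and 100% = reference agonist at the receptor; some compounds past the cut are filed as inactive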
mcGAS inh: inhibitors of mouse cGAS; actives 0.15% (n = 160,000); Q8C6L5; inhibition, % at 12.5 µM; recombinant cGAS, Kinase-Glo ATP depletion luminescence; AID 1259399;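 further: 0% = negative control wells and 100% = reference inhibitor with no enzyme activity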
hcGAS lum: blocks human cGAS activity. AID 1259398. Q8N884. actives 0.081% (n = 290,000). inhibition, % at 12.5 µM. recombinant h-cGAS, ATP depletion, Kinase-Glo luminescence;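 further: 0% = vehicle reaction and 100% = reaction without DNA for no activity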
Target sequence (Q8N884 whole entry, looked up): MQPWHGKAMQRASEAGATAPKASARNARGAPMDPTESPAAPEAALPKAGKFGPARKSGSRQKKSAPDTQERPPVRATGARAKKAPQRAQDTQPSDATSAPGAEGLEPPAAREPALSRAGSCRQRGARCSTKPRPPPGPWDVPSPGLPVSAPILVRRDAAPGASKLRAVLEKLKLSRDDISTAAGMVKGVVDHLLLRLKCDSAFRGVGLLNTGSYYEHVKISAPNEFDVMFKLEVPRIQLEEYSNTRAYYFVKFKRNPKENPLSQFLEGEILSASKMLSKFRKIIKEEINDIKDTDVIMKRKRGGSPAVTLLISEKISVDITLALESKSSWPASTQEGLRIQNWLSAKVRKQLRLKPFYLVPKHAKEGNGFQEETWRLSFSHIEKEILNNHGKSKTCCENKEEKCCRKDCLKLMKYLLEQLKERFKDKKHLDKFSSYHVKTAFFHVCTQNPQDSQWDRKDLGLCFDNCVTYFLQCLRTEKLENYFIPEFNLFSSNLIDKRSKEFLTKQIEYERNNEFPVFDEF
An asterisk follows results filed as active; x = no result given; & = joins results of further samples. Unless noted, no stated cut-off is given here; in the data, active means inhibition above about 40%; inactive means the rest.

structure | mcGAS inh | NPYLR7 agonist | hcGAS lum
CC(C)CNC(=O)c1cc(NC(=O)c2ccc(C(F)(F)F)cc2)ccc1N1CCC(Cc2ccccc2)CC1 | -5 | 19 | -9
c1cc(OC2CCNCC2)ccn1 | x | -8 | -4
Cc1cc(C)n(C(=O)c2cc(-c3ccc(OC(C)C)cc3)nc3ccccc23)n1 | -5 | -8 | 0
O=C(NCc1ccccc1F)N1CCCN(C2CC2)CC1 | x | 2 | -7
O=C1CC(C(=O)N2CCCC2c2ccncc2)CN1c1cccc(Br)c1 (stereo unspecified) | x | 5 | -5
Cc1ccccc1OCCN(C)C(=O)c1ccc(-c2ccccc2)[nH]c1=O | -16 | 2 | -7
Cc1nnc(-c2cc3ccccc3n2CC(=O)Nc2ccc(F)cc2F)o1 | -7 | 7 | -9
O=C(c1cc(COc2cccc3cccnc23)on1)N1CC2C[C@@H]3CC1C[C@H](C2)C3 | 0 | -2 | 2
O=c1nc(SCc2ccccn2)c2c(n1Cc1ccccn1)CCC2 | -8 | -5 | -5
CCN(C=NC1=NN(c2cccc(C(F)(F)F)c2)CC1)CC | -4 | -6 | -2
COc1ccc(C(=O)N2CCCC2)c(OC2CCN(C(=O)C3CCCO3)CC2)c1 (stereo unspecified) | x | 8 | -7
Cc1nn(C)c(C)c1NC(=O)Cc1ccc2c(c1)CCC2 | x | 3 | -13
COCCOc1ccc(S(=O)(=O)Nc2n[nH]c(C)n2)cc1 | -3 | -5 | 1
COc1ccc(NC2CCCN(C(=O)c3cc(=O)c4ccccc4[nH]3)C2)cc1 (stereo unspecified) | x | -1 | -4
CCc1nc2c(OCc3ccc(F)c(F)c3)cccn2c1N(C)C(=O)c1ccc(C)cc1 | 2 | -15 | 2
Cc1nc(CCN)cc(N2CCS(=O)(=O)CC2)n1 | x | 11 | -6
CCCNC(=O)N1CCN(c2cc(Cl)nc(SCC(=O)NCCCOC)n2)CC1C (stereo unspecified) | -5 | 21 | -5
CCOc1cc(Nc2ccc(NC(=O)Nc3ccccc3)cc2)nc(C)n1 | -1 | 5 | -1
N#CC(=Cc1cn(-c2ccccc2)nc1-c1cc2ccccc2o1)C(N)=S | x | 0 | -6
COc1cc(/C=C2/SC(=S)N(CC(=O)O)C2=O)ccc1OCc1ccccc1[N+](=O)[O-] | x | -5 | 0
CN(CC(O)c1ccccc1)C(=O)CCc1nnc(Cc2cccc(C(F)(F)F)c2)o1 (stereo unspecified) | -6 | 1 | -5
O=C(Cn1c(CO)cnc1SCc1ccccc1F)NC1CC1 | x | 8 | -2
O=C(COC(=O)CCNS(=O)(=O)c1ccc2ccccc2c1)Nc1ccc(N2CCOCC2)cc1 | -3 | 9 | -6
COc1ccc(C2(CC(=O)N3CCN(c4ccc(Cl)cc4)CC3)CC(=O)N(C)C2=O)cc1 (stereo unspecified) | -11 | 19 | -9
COc1nc(-c2ccccc2C)n(-c2ccc(NC(=O)c3ccc(C)c([N+](=O)[O-])c3)cc2)n1 | -8 | 15 | -6

(further entries)
structure | mcGAS inh | NPYLR7 agonist | hcGAS lum
CCOCCn1cc(C2CCN(C(=O)c3sc(Cl)c(Cl)c3Cl)CC2)c2ccccc21 | -7 | 6 | -5
NC(=O)CCc1nnc(SCc2ccc(F)cc2Cl)n1C1CC1 | x | 11 | -4
Cc1cc2c(SCC(=O)N3CCc4c(nc[nH]c4=O)C3)ncnc2s1 | x | 6 | -4
CS(=O)(=O)N1CCCc2cc(C(=O)NCc3ccc(CN4CCCC4)cc3)ccc21 | x | 7 | -6
O=C(OCC12CC3CC(CC(C3)C1)C2)c1cccc([N+](=O)[O-])c1 | -6 | -7 | -4
Cc1ccc(CNC(=O)Nc2ccc3c(c2)CCO3)cc1F | x | 4 | -9
CCn1c(C2CCCN(Cc3ccccc3Cn3cccn3)C2)n[nH]c1=O (stereo unspecified) | -19 | 3 | -7
CCOC(=O)N1CCN(c2cc(C(C)C)nc(C)n2)CC1 | x | -1 | -2
Cc1ccc(C(=O)N(CC(=O)Nc2nc(CC(=O)O)cs2)C(C)C)cc1 | -8 | -4 | -8
Cc1nc2c(-c3ccccc3)c(C)nn2c(SCC(N)=O)c1Cc1ccccc1 | -10 | -1 | -4
CCNC(=O)[C@@]1(OCc2cccc(C)c2)CC(OC)[C@@H]2OC(C)(C)O[C@@H]2C1 (stereo partly specified) | -10 | x | -5
COC(=O)CCCCCCC(=O)N1CCN(Cc2cc(=O)c(OCc3ccc(F)cc3)co2)CC1 | 0 | 10 | 2
CC(C)CNC(=O)c1ccc2c(=O)n(C(C)C)c3nn(Cc4cccc(Cl)c4)c(=O)n3c2c1 | 5 | 2 | 4
Cc1ccc(-n2c(CNC(=O)c3ccccc3Cl)nnc2SCc2ccc(F)cc2)cc1 | -2 | 6 | 1
COc1ccc(C(=O)Nc2ccc(C(C)=O)cc2)cc1[N+](=O)[O-] | 4 | -2 | 9
CCOC(=O)N1CCN(c2nc(C)c3c(n2)CC(C)CC3=O)CC1 (stereo unspecified) | x | 6 | -1
CNc1ccnc(N2CCN(CCc3ccccc3)CC2)n1 | x | 2 | -10
COc1ccc(-c2nc3ccccn3c2NC(=O)c2cccc(OC)c2)cc1 | -9 | -3 | -9
COCCCNC(=O)C(NC(=O)c1ccccc1C)C1CCN(C(=O)C2CCCC2)CC1 (stereo unspecified) | -6 | 18 | -6
CN(C(=O)c1sc2ccccc2c1Cl)c1ccc(-c2onc3c2CCC3)cc1 | -4 | x | -4
CCn1ncnc1CN(Cc1ccncc1)Cc1ccc(F)cc1 | x | 5 | -12
CCCc1noc(CN2CCc3[nH]cnc3C2c2ccccn2)n1 (stereo unspecified) | x | 2 | -10
CC(C)c1nccn1C(C)C(=O)N1CCC2(CCCO2)CC1 (stereo unspecified) | -12 | 9 | -5
COCC1(C(=O)NC23CC4CC(CC(O)(C4)C2)C3)CCC1 | -13 | 6 | -6
Cc1cccc(-n2c(SCc3cccc(C#N)c3)nnc2-c2ccc(F)cc2)c1 | -4 | -6 | -3

(further entries)
structure | mcGAS inh | NPYLR7 agonist | hcGAS lum
CC(C)c1ccc(NC(=O)c2cc(Cl)[nH]c(=O)n2)cc1 | -8 | -1 | -5
Cc1ccc(OC(C)C(=O)NN2C(=O)C3C4CCC(O4)C3C2=O)cc1C (stereo unspecified) | x | 2 | -1
CC(C)C(NC(=O)CC1(C(=O)O)CCCC1)c1ccc(F)cc1 (stereo unspecified) | x | -3 | -8
CCCCn1c(=O)c2c(nc3n(C)c(C)c(C)n23)n(C)c1=O | x | 15 | -16
c1cc2c(c(-c3ccc(N4CCCCCC4)nn3)c1)CCNC2 | -8 | -2 | -3
NNc1nc(-c2ccccc2)cc(-c2ccccc2)n1 | 0 | -2 | 6
O=S(=O)(Nc1cc2c3c(oc2c2ccccc12)CCCC3)c1cccs1 | x | 12 | -1
C=CCNC(=O)Cn1c(=O)c2c(OC)ccnc2n(C)c1=O | -4 | 3 | -5
O=C(NCCNC(=O)[C@H]1CCCN1C(=O)c1ccco1)c1ccc(F)cc1 | -4 | 4 | 2
CC(c1n[nH]c(=O)n1Cc1ccccc1)N1CCCC1 (stereo unspecified) | x | 13 | -10
CN1CCN(Cc2nc(-c3cccc(Cl)c3)no2)CC1c1ccccc1 (stereo unspecified) | x | 4 | -8
CN[C@@H]1C(OC2[C@H](O[C@H]3[C@H](O)[C@@H](O)[C@H](N=C(N)N)[C@@H](O)[C@@H]3N=C(N)N)OC(C)[C@]2(O)CO)OC(CO)C(O)C1O (stereo partly specified) | x | -5&-3 | -4&0
Cc1ccc(C)c(Cn2c(=O)c3c(nc4n(CCOCCO)c(C)c(C)n34)n(C)c2=O)c1 | x | 1 | -2
COCCN(Cc1ccc(OS(=O)(=O)c2ccc(F)cc2)cc1)C(=O)Nc1cccc(OC)c1 | 3 | -9 | 4
CS(=O)(=O)c1ccc(Cl)c(Cl)c1 | x | 5 | -3
CCOc1ccccc1-c1nc(SCC(=O)O)n[nH]1 | x | -11 | -7
COc1cccc(Cc2nsc(N(CCC(=O)NCc3cccc(C(F)(F)F)c3)Cc3ccco3)n2)c1 | -4 | -13 | -13
Cc1cc(C)nc(NCC2(N3CCCCC3)CCOCC2)n1 | -6 | 15 | -8
COc1c2c(cc3c1C(NC(N)=O)[N+](C)(C)CC3)OCO2 (stereo unspecified) | -5 | 3 | -5
Cc1ccc(NC(=O)CCn2nc(C)nc2C)cc1 | -6 | 2 | -5
COCCn1cc(NC(=O)Nc2cc(C)cc(C)c2)c2ccccc21 | x | 14 | -7
O=C(c1cccs1)N1N=C(c2ccco2)CC1c1ccccc1O (stereo unspecified) | x | 0 | -2
O=S(=O)(NC1CCCCCC1)c1ccc(Cl)c(Cl)c1 | x | 3 | -8
CN1CCN(n2c3c(c(SCC(=O)Nc4nccs4)nc2=O)CCCC3)CC1 | -10 | -4 | -5
O=C(CCC1CCCN(Cc2cccnc2)C1)N1CCOCC1 (stereo unspecified) | -7 | -2 | -6

Further compounds.
structure | mcGAS inh | NPYLR7 agonist | hcGAS lum
CN(C)c1ccc(C(=O)N2CCN(C3CCCC3O)CC2)nn1 (stereo unspecified) | x | -13 | -9
CC(Sc1ccc2c(c1)OCCCO2)C(=O)Nc1cccc(C#N)c1 (stereo unspecified) | x | -1 | -9
Cc1ccc(-c2nc(CN3CCCCC3c3nccs3)c(C)o2)o1 (stereo unspecified) | x | 8&0 | -9&-5
CCOc1ccc(-n2nnc(C(=O)OCc3nc(-c4ccc(Cl)cc4)oc3C)c2C)cc1 | -11 | 8 | -7
Cc1ccc2ncc(C(=O)NCCCOC(C)C)c(=O)n2c1 | -6 | 4 | -3
Cc1cc2c(=O)n(C)c(SCC(=O)Nc3cccc(F)c3)nc2s1 | x | -10 | 2
COc1cc(-c2cc(C(=O)NC(c3ccccc3)c3ccc(Cl)cc3)c3ccccc3n2)cc(OC)c1OC (stereo unspecified) | -7 | -1 | -6
Cn1c(CO)nc2cc(Cl)ccc21 | x | 2 | -5
CCCCCCNc1ccc(NC(=O)c2ccccc2)c2c1C(=O)c1ccccc1C2=O | x | -1 | -4
CC1CN(C(=S)SCCN2Cc3ccccc3C2=O)CC(C)O1 (stereo unspecified) | x | 6 | -4
Cc1nn(C)c(C)c1CCN(C)C(=O)NCC(C)C | -4 | x | -3
Cc1c(CN(C)c2ccc(-c3nccn3C)nn2)[nH]c2ccccc12 | -17 | 23 | -6
CCC(CO)N1CC2([N+](=O)[O-])C=CCC([N+](=O)[O-])(C1)C2 (stereo unspecified) | -5 | 8 | -6
CC(C)(C)C(=O)Nc1c(-c2ccc(Cl)cc2)nc2ccccn12 | -7 | -3 | -6
Cc1cc(C=C2C(=O)N(C)C(=O)N(C)C2=O)c(C)n1CC(C)C | -4 | 0 | -7
CCCCN(C)C(=O)CSc1nccnc1N1CCN(c2cccc(C)c2C)CC1 | x | 8 | -3
COc1ccc(-c2csc(-n3[nH]c(-c4ccccc4)c(N=Nc4ccc(Cl)c([N+](=O)[O-])c4)c3=O)n2)cc1 | -7 | 22 | -5
O=c1c(Cl)c(Cl)cnn1CCOc1ccc(Br)cc1 | x | -8 | 1
N#CC(=Cc1ccc2c(c1)OCCO2)S(=O)(=O)c1cc(Br)ccc1Br | x | -1 | 2
NC(=O)c1cccc(CC2CCN(C(=O)c3cnc4ccccn34)C2)c1 (stereo unspecified) | x | 3 | -6
CC(C)CC(C)(CO)NCc1noc(C(C)(C)C)n1 (stereo unspecified) | x | 3 | -4
CCN1C(=O)C2(CCCCC2)NC1c1cc(OC)c2c(c1)OCCO2 (stereo unspecified) | x | 5 | -8
O=C(c1ccc(F)cc1C(F)(F)F)N1CCN(c2nc3nccc(-c4ccc5c(c4)OCO5)n3n2)CC1 | -4 | 3 | -2
Cc1cc(C)c(NC(=O)CSc2nc(C)cc(C)c2C#N)c(C)c1 | -2 | -1 | 13
COCCN1C[C@H](NC(=O)CCSC)[C@@H](C2CC2)C1 | -6 | x | -12

One compound at a time (already shown). Order of screens: mcGAS inh	NPYLR7 agonist	hcGAS lum
CCn1c(C2CCCN(Cc3ccccc3Cn3cccn3)C2)n[nH]c1=O (stereo unspecified) in the list: -19	3	-7
COCCN1C[C@H](NC(=O)CCSC)[C@@H](C2CC2)C1 in the list: -6	x	-12

(more compounds)
structure | mcGAS inh | NPYLR7 agonist | hcGAS lum
CCOC(=O)C1CCCN(C(=O)c2cnn(-c3cccc(F)c3)c2C)C1 (stereo unspecified) | -6 | x | -6
O=C(NCCN1CCCCC1)c1cc2n(n1)CCN(Cc1cccc(C(F)(F)F)c1)C2=O | 47* | -6 | 7
CC1(C(=O)Nc2cnc3ccccc3c2)CCN1Cc1ccc(-c2ccccn2)cc1 (stereo unspecified) | x | 11 | -12
CCN(CC)C1CCN(c2nc(-c3ccccc3)nc3c2CCC3)C1 (stereo unspecified) | -18 | 20 | -8
CC(=O)c1ccc(Oc2cc(C)nc(SCc3ccccc3Cl)n2)cc1 | -3 | 15 | -7
Cc1cc(F)cc2c1N(Cc1nc(CS(C)(=O)=O)no1)CCC2 | x | 7 | -3
Cc1cc(C)c2c(CC(=O)NCC(F)(F)F)coc2c1C | x | 4 | -4
OCC(O)C1OC(Nc2ccc(Br)cc2)C(O)C1O (stereo unspecified) | x | 2 | -2
CCCn1nccc1NC(=O)Cc1cccs1 | x | 4 | -7
O=C(CCc1ccc2c(c1)CCO2)Nc1cccc(C(F)(F)F)c1 | x | 5 | 0
Clc1ncnc2c1C(c1ccc(Br)cc1)c1c(Cl)ncnc1O2 | x | 10 | 1
N#Cc1ccnc(Sc2ccc(Cl)cc2)c1 | x | -4 | -5

Some of the entries above in a different format:
Fields – mcGAS inh	NPYLR7 agonist	hcGAS lum
- O=C(NCCN1CCCCC1)c1cc2n(n1)CCN(Cc1cccc(C(F)(F)F)c1)C2=O
→ 47*	-6	7
- CC1(C(=O)Nc2cnc3ccccc3c2)CCN1Cc1ccc(-c2ccccn2)cc1 (stereo unspecified)
→ x	11	-12
- CCN(CC)C1CCN(c2nc(-c3ccccc3)nc3c2CCC3)C1 (stereo unspecified)
→ -18	20	-8

The order is random; any-hit rate near 0.29%.
